# High-throughput results deposited in PubChem BioAssay by several laboratories.
# H9c2 protect = myocardial damage modulation in H9c2 cells. H9c2 cardiomyocytes, H2O2 injury protection, ATPLite, 2 h. protection from H2O2 cell death, % at 20 µM. hit rate 0.63% among 360,000. AID 588492;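 active = compounds giving at least 50% protection of heart cells from peroxide-induced death in the single-dose screen, raw or plate-pattern-corrected value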;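 note: 0% = DMSO wells with peroxide and 100% = DMSO wells without peroxide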
# ABCB6 inh 2 = blocks the human ABCB6 transporter; Q9NP58; K562-ABCB6 porphyrin accumulation, flow cytometry, 1 h; active compounds read low; fluorescence ratio to DMSO, % at 10 µM; hit rate 0.19% among 360,000; AID 602162;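 active = fluorescence ratio to DMSO below 75%, the collection mean minus 3 SD; inconclusive = too few cells collected in the well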;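 note: signal is porphyrin accumulated inside mitochondria; 100% equals median channel fluorescence of DMSO control wells; lower ratio means ABCB6 inhibition with less porphyrin fluorescence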
# NCOA2 inhibitor = inhibits human steroid receptor coactivator 2; inhibition, % at 9 µM; hit rate 0.17% among 370,000; HEK293 GAL4-SRC2 luciferase reporter, luminescence; AID 651957;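 active = inhibition above the mean inhibition of all tested compounds plus 3 SD, set per campaign, cut at about 52% in these data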;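 note: 0% = DMSO treated cells and 100% = cells given Gossypol at 36 µM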
# Target sequence (Q15596 whole entry, looked up, the tested form may be a part): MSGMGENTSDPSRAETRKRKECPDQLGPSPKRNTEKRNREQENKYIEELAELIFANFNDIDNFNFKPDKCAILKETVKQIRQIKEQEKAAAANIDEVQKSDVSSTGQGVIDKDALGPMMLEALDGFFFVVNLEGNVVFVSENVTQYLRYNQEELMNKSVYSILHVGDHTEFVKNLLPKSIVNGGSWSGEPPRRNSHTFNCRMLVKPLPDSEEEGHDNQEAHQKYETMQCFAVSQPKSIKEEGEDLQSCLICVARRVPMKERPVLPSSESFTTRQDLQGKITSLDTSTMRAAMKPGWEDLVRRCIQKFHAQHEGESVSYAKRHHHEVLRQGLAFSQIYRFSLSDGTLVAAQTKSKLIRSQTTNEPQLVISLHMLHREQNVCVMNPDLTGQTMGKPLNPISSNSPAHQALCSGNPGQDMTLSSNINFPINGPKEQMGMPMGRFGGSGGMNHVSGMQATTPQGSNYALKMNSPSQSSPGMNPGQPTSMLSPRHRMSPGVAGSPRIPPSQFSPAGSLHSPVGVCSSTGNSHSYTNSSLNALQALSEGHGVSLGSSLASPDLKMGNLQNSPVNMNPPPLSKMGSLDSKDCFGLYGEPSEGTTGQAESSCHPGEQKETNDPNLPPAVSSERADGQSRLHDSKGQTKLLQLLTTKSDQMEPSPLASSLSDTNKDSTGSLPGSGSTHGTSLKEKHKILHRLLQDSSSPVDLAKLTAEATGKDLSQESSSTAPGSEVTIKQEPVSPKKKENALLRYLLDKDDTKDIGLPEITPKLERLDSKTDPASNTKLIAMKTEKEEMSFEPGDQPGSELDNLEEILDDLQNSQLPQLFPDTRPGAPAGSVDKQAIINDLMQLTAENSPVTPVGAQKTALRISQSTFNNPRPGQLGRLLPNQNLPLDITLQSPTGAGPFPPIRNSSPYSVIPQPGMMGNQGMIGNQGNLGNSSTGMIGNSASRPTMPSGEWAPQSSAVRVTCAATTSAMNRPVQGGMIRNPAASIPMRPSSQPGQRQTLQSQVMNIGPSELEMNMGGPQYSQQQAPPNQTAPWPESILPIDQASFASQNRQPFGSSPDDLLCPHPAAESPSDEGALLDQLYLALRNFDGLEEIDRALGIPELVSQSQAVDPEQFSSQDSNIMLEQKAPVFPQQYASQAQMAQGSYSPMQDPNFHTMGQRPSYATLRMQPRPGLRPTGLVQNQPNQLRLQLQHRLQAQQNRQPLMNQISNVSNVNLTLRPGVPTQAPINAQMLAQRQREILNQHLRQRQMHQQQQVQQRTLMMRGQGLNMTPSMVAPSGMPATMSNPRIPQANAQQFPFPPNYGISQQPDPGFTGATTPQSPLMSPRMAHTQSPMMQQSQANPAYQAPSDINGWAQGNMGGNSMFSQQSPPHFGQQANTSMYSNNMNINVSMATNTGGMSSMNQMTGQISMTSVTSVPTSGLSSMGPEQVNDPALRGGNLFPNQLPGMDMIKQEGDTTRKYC
# ABHD5-PLIN5 inh = inhibitors of human ABHD5-perilipin-5 interaction; Split G. princeps luciferase complementation, luminescence, 4 h; AID 602281; hit rate 0.78% among 360,000; inhibition, % at 4 µM; Q00G26+Q8WTS1;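 active = inhibition above the mean inhibition across every tested compound plus 3 SD, cut at about 22% in these data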;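 note: 0% = DMSO only wells and the 100% control is not disclosed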
# Glyco luc inh = N-linked glycosylation inhibition; hit rate 0.23% among 360,000; D54 ERlucT glycosylation luciferase reporter, 24 h; percent of 100 nM tunicamycin response; reporter increase, % at 12.5 µM;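 active = mean luciferase reporter signal, scaled so untreated is 0 and the glycosylation-blocking control 100, at or above a set limit in every replicate; inconclusive = mean reaches the limit but not every replicate does; inactive = mean below the limit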;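 note: luciferase carries N-glycosylation sites so blocking glycosylation raises the light; 0% = median of neutral control wells and 100% = median of 100 nM tunicamycin wells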
# TLR9-MyD88 inh = TLR9-MyD88 interaction inhibition. Q9NR96+Q99836. hit rate 0.21% among 340,000. CHO BLA complementation TLR9-MyD88, CCF4 FRET ratio. inhibition, % at 4.98 µM;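 active = inhibition above the mean over all tested compounds plus 3 SD, cut at about 21% in these data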;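 note: 0% = DMSO only wells and 100% = clavulanate BLA inhibitor control wells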
# MC4R ag barr = activates human MC4R beta-arrestin recruitment. AID 540308. activation, % at 8.9 µM. hit rate 0.98% among 360,000. U2OS MC4R beta-arrestin complementation, luminescence; percent of melanotan II response, DMSO zero;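 active = activation above a per-plate cutoff, the mean activation of sample wells on that plate plus 3 SD, cut at about 8% in these data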
# HTR2A ag = activates the mouse 5-HT2A serotonin receptor; CHO-K1 mHTR2A beta-arrestin complementation, luminescence; percent of 30 µM serotonin response; activation, % at 7.6 µM; hit rate 0.66% among 360,000;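 active = activation above a run cutoff, the mean activation of all tested compounds plus 3 SD, cut at about 14% in these data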;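 note: 0% = plate median of compound wells and 100% = 30 µM serotonin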
# NOD2-RIPK2 inh = blocks binding of human NOD2 to RIPK2; O43353; CHO BLA complementation NOD2-RIPK2, CCF4 ratio; hit rate 0.38% among 360,000; inhibition, % at 4.98 µM; in the data active = inhibition above about 21%;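 note: 0% = vehicle only and 100% = reference blocker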
# MC4R antagonist = blocks human MC4R cAMP signaling | inhibition, % at 6.5 µM | P32245 | AID 540295 | MC4R-expressing cells, MTII-stimulated cAMP, LANCE TR-FRET | hit rate 0.48% among 360,000;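 active = inhibition above its plate's cutoff, the mean of tested wells on that plate plus 3 SD, cut at about 29% in these data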;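 note: 0% = Melanotan II alone and 100% = Melanotan II plus saturating MCL0020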
#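 Assay system: human MC4R-expressing U2OS cells; reagent: Melanotan II stimulation of cells; dosing: 6.5 µM single dose; timing: compound 30 min, challenge 1 h, detection 1 h; signal: TR-FRET cAMP assay; replicates: one well per compound, no replicates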
# Active calls of the source: *; ? = inconclusive; / = no result given. Not all compounds are listed; rates above refer to the full screens.
SMILES,H9c2 protect,ABCB6 inh 2,NCOA2 inhibitor,ABHD5-PLIN5 inh,Glyco luc inh,TLR9-MyD88 inh,MC4R ag barr,HTR2A ag,NOD2-RIPK2 inh,MC4R antagonist
O=[N+]([O-])c1ccc(Sc2n[nH]c(-c3ccc(Cl)cc3Cl)n2)nc1,-12,98,21,-4,1,4,-0.2,-2,-16,-1
O=C(OCc1nc2ccccc2s1)c1ccccc1O,-8,96,-118,-8,0,-5,0.3,10,-10,-3
Cc1cc2c(=O)n(C)c(SCC(=O)NC3CCCC3)nc2s1,10,93,-24,-1,2,5,-2.5,-4,-4,2
OC(COc1cccc2ccccc12)CN1CCN(c2ccccc2Cl)CC1 (configuration not stated),-1,78,9,-3,1,-2,-1.5,-4,-4,1
CC1CCC2(CC1)NC(=O)N(CC(=O)N1CCN(S(=O)(=O)c3ccc4c(c3)CCC4)CC1)C2=O (configuration not stated),0,92,8,-9,3,-5,-2.2,-2,5,3
O=C(C1CCC(=O)N(C2CCCCCC2)C1)N1CCN(c2ccccc2Cl)CC1 (configuration not stated),-2,101,17,3,0,3,-0.8,-9,4,11
O=C(NCCN1CCN(C(=O)c2cccc(Br)c2)CC1)C(=O)Nc1ccc(Br)cc1,-4,99,13,-7,-5,5,-1.6,-7,-15,8
NC(=O)c1c(NC(=O)CSc2nnc(Cc3ccccc3)n2Cc2ccco2)sc2c1CCC2,-11,99,3,-5,-4,-2,3.3,0,-1,13
O=C(Nc1ccc(Cl)cc1C(=O)O)c1ccc2c(c1)C(=O)N(Cc1ccco1)C2=O,5,97,4,7,2,4,0.1,5,-8,5
Cc1cc(C)n2nc(SCCOc3ccccc3)nc2n1,-1,93,-19,-5,-1,-6,3.8,1,-1,-9
O=C(CCn1c(=O)sc2ccccc21)NCCN1CCOCC1,-4,95,-10,-9,4,3,-0.2,2,3,-14
CCOC(=O)CSc1nc2sc3c(c2c(=O)n1CC)CC(C)(C)OC3,11,100,-9,5,3,-7,-0.2,23*,-15,9
CCCCN(CCCC)CCNC(=O)c1cn(CC)c2ccc(S(=O)(=O)N(C)C3CCCCC3)cc2c1=O,-1,103,-20,-7,-9,2,-1.7,-1,0,11
COc1ccc(Cn2c(C3CC3)nc3ccc(NC(=O)c4cccnc4)cc3c2=O)cc1,22,102,/,5,17,13,-2.0,-5,0,-5
CC1CCCC(NC(=O)CSC2=Nc3ccccc3C3CC=NN23)C1C (configuration not stated),0,99,-31,5,-1,-17,0.6,-1,9,6
Cc1cc(C)c(OCC(=O)N2CCN(c3ncc(C(F)(F)F)cc3Cl)CC2)c(C)c1,-3,87,0,-2,1,3,-0.1,2,8,5
CCOc1ccc(-n2cnnn2)cc1S(=O)(=O)NCCc1ccc(OC)c(OC)c1,-3,105,4,-1,1,3,-0.6,1,-12,14
O=C(O)Cn1cc(/C=C2\SC(=O)N(c3ccccc3)C2=O)c2ccccc21,-3,102,1,3,2,4,-1.9,0,-9,3
COC(=O)c1nn(-c2cccc(C(F)(F)F)c2)c(=O)cc1Sc1ccccn1,8,94,-14,2,2,-1,-1.9,-4,-1,2
CCN(CC)S(=O)(=O)c1ccc(C(=O)OCC(=O)NC2CCCC2)cc1,-2,97,-2,-2,2,1,-1.1,-1,4,7
CC1N(C)c2cc(NC(=O)c3cccs3)c(P(=O)(Nc3ccc([N+](=O)[O-])cc3)N3CCOCC3)cc2C1(C)C (configuration not stated),-8,102,-17,-1,-12,3,-3.0,3,1,9
COc1ccc(N(CC(=O)NCCC2=CCCCC2)S(=O)(=O)c2c(C)[nH]c(=O)[nH]c2=O)cc1,4,96,-17,1,1,9,-0.8,-2,3,-3
C/C(Cn1nnc([N+](=O)[O-])n1)=N\NC(=O)c1ccccc1O,1,100,-13,2,2,-2,4.2,9,-14,1
Cc1cccc(-n2ncc(C(=O)NC3CCCC3)c2C2CCN(C(=O)OC(C)(C)C)CC2)c1,5,95,0,13,-3,-10,0.5,-1,-15,4
CCc1cccc2c(C(=O)COC(=O)c3ccc([N+](=O)[O-])s3)c[nH]c12,-14,90,9,-2,0,-10,0.5,2,-6,9

# Some values from above:
# Under MC4R antagonist, O=C(NCCN1CCN(C(=O)c2cccc(Br)c2)CC1)C(=O)Nc1ccc(Br)cc1 has 8
# Under MC4R antagonist, COC(=O)c1nn(-c2cccc(C(F)(F)F)c2)c(=O)cc1Sc1ccccn1 has 2

# Remaining list, next part:
SMILES,H9c2 protect,ABCB6 inh 2,NCOA2 inhibitor,ABHD5-PLIN5 inh,Glyco luc inh,TLR9-MyD88 inh,MC4R ag barr,HTR2A ag,NOD2-RIPK2 inh,MC4R antagonist
Nc1ccc(N2CCOCC2)cc1C(F)(F)F,1,98,-27,3,1,6,-0.8,-3,-21,11
O=C(Cn1cc(C(F)(F)F)ccc1=O)N/N=C/c1ccccc1,0,94,4,1,3,-6,-2.1,0,-5,8
Nc1nnnn1/N=C/c1ccccc1OCc1ccc(Cl)cc1,-9,88,-22,9,-2,1,8.3*,-1,3,-1
N#Cc1ccc(-c2cccs2)nc1SCc1cccnc1,0,100,-17,3,21,/,-1.5,-2,1,-22
Cn1cc(/C=C(\NC(=O)c2ccccc2)C(=O)NCCN2CCOCC2)c2ccccc21,4,104,-22,11,4,-3,-0.4,-5,-14,-2
CCNC(=O)NC(=O)C(C)OC(=O)[C@H](C)NS(=O)(=O)c1c(C)c(C)cc(C)c1C (some centres not stated),1,90,11,-1,0,1,-1.4,-2,6,2
O=C(Nn1c(O)c(C=C2N=c3ccccc3=N2)sc1=S)c1ccccc1,10,105,-16,2,1,-1,-3.0,-4,-8,-14
CC(=O)N1CCCC1(C(=O)O)c1ccccc1 (configuration not stated),7,96,-11,-1,2,0,-0.8,-3,-12,-4
CN(Cc1ccccc1)S(=O)(=O)c1ccc(Cl)c(C(=O)NCCCN2CCOCC2)c1,1,96,34,8,1,2,-0.2,3,3,5
COC(=O)N/N=C/c1cc(Br)ccc1O,0,101,13,3,2,-4,0.6,-3,3,10
CC(C)(C)C(=O)Nc1c2c(nc3c1CCC3)CCCC2,-3,98,13,-2,1,-2,-0.5,-1,-9,-1
O=c1oc2ccccc2n1Cc1ccccc1,0,98,19,-4,-2,-3,-1.5,-2,3,1
CC1(C)C(=O)Nc2ccccc2N1C(=O)COc1ccccc1C#N,24,95,-5,-5,1,2,-1.9,0,-8,-1
CCOC(=O)C1(Cc2cccc(Cl)c2)CCCN(C(=O)c2cc(C)[nH]n2)C1 (configuration not stated),3,92,8,-7,2,-12,-2.4,0,4,-6
COC(=O)[C@H](CCSC)NC(=O)Nc1cccc(Br)c1,3,100,-13,-2,2,1,-0.2,2,-4,9
CCN1C(=O)C(NC(C)=O)c2cc(Br)ccc21 (configuration not stated),12,103,2,2,-3,4,-1.4,-4,3,1
CC(OC(=O)c1cccc(N(C)C)c1)C(=O)N1CCc2ccccc2C1 (configuration not stated),-4,91,9,-2,-2,-2,-0.9,-5,-7,-1
CCCOc1ccc(NC(=O)C2CC(=O)N/C(=N/N=C(C)/C=C/c3ccc(N(C)C)cc3)S2)cc1 (configuration not stated),5,103,-38,-2,0,10,0.6,2,22*,11
O=S(=O)(Nc1ccc(Cl)cc1)c1ccc(N2CCOCC2)c(NC(=S)NCCN2CCOCC2)c1,-9,101,1,31*,-2,2,2.6,5,3,-8
Cc1cccc(Nc2ncc3c(n2)CC(C)CC3=O)c1 (configuration not stated),-13,99,-100,0,-1,-8,0.8,0,-9,6
COc1ccc(NC(=O)C2CCCN2S(=O)(=O)c2ccc3c(c2)CCC(=O)N3)c(OC)c1 (configuration not stated),6,102,-26,0,-1,-3,-0.1,3,-12,0
O=C(Nc1ccnn1C1CCN(Cc2ccc(CO)o2)CC1)c1ccccc1,-2,101,0,6,2,-13,2.8,3,-7,6
CCOC(=O)N1CCN(C(=O)CSc2nnc(C3COc4ccccc4O3)o2)CC1 (configuration not stated),-1,99,-20,-1,0,-4,-0.9,-3,5,3
Cc1ccc(S(=O)(=O)NC(=NCC(=O)O)c2ccccc2)cc1,-3,100,-12,10,3,-3,1.5,9,-10,3
CC(=O)NS(=O)(=O)c1ccc(NC(=S)NC(=O)C2CCC2)cc1,4,100,-7,-1,2,6,-3.5,-6,3,-4

# New compounds follow:
SMILES,H9c2 protect,ABCB6 inh 2,NCOA2 inhibitor,ABHD5-PLIN5 inh,Glyco luc inh,TLR9-MyD88 inh,MC4R ag barr,HTR2A ag,NOD2-RIPK2 inh,MC4R antagonist
OC(COC(c1ccc(F)cc1)c1ccc(F)cc1)CN1CCc2ccccc2C1 (configuration not stated),-7,99,-2,1,-3,1,1.4,-3,-3,2
S=C(Nc1cccnc1)NC1CCCC1,0,103,13,1,3,-6,0.2,4,-9,-4
CCc1nc(SCC(=O)c2ccc3c(c2)OCCO3)c2ccccc2n1,17,97,4,-10,?,-14,0.1,0,3,-1
CCCc1c(O)nc(SC2CC(=O)N(c3ccc(C)c(Cl)c3)C2=O)[nH]c1=O (configuration not stated),3,98,-9,-1,3,/,-1.2,-5,-1,15
Cn1c(=O)c2c(nc(N3CCN(Cc4ccccc4)CC3)n2CCCc2ccccc2)n(C)c1=O,49,98,-6,5,13,-10,2.6,-1,-8,13
O=C(O)[C@H]1CCCC[C@H]1C(=O)NCCc1ccccc1,3,92,-19,4,1,-6,-2.9,11,-5,-1
O=C(COC(=O)c1ccc(O)cc1)Nc1cccc(S(=O)(=O)NC2=NCCC2)c1,3,97,14,-9,2,0,-2.9,0,4,5
O=C(NNC(=O)c1cccnc1Cl)c1ccc(F)cc1,0,107,1,-6,0,-4,-0.5,0,-1,3
COc1cc(C2C(C#N)=C(N)Oc3n[nH]c(-c4cccnc4)c32)ccc1OCC(N)=O (configuration not stated),1,102,-7,-5,2,-7,-0.1,3,-5,-7
Cc1cc(C)c2c(c1)c1nnc(SCCN3CCCCC3)nc1n2C,-1,96,-28,7,0,4,0.6,-11,4,6
O=C(NCc1ccc(Cl)cc1Cl)C(=O)N1CCCCC1,-2,98,-11,-2,-1,-6,0.8,-3,-5,0
COc1cccc(-c2cnc3c(NC=O)cc(-c4ccc(OC)cc4OC)cn23)c1,19,108,18,8,10,/,14*,3,0,-38
COCCN(C(=O)/C=C/c1ccccc1)c1c(N)n(Cc2ccccc2)c(=O)[nH]c1=O,2,107,5,-2,1,3,-0.8,0,-11,6
COc1cc(OC)cc(C(=O)N[C@H](C(=O)OCC(=O)N2CCc3ccccc32)C(C)C)c1,-20,94,5,-6,3,-4,-3.6,1,-3,13
COc1cccc(-c2cc(C(=O)NCCCn3ccnc3)no2)c1,1,99,-14,0,0,-8,2.4,2,-2,-4
CC(C)(C)OC(=O)N1CCc2onc(-c3ccccc3[N+](=O)[O-])c2C1=O,/,/,-13,-2,/,/,/,-4,-2,/
COc1cccc(NC(=O)CCN2C(=O)c3ccc([N+](=O)[O-])cc3C2=O)c1,0,111,-11,0,3,-5,1.4,3,3,0
CSc1nnc(-c2nnc(SC)n2-c2ccccc2)n1-c1ccccc1,8,95,-26,8,-1,-11,-0.9,6,-3,2
